# PNC assembly inh: perinucleolar compartment assembly inhibition; hit rate 3.1% among 140,000; AID 2417; activity change (PNC), negative = inhibition, % at 10 µM; PC3M PTB-GFP, PNC prevalence imaging, 16 h; stronger effect = lower value;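 active = readout at or below -70, meaning at least 70% loss of cells showing the perinucleolar compartment, a nuclear body marking cancer cells; inconclusive = readout between -30 and a set limit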;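 also: plate controls were DMSO wells for no effect and camptothecin positive control wells for full effect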
#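 Compounds are pinned in duplicate onto adhered PC3M cells stably expressing GFP-tagged PTB and incubated 16 h at 37 C. Cells are then fixed, nuclei stained with Hoechst, and PNC-positive cells counted.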
# IMPase cell inh: IMPase inhibition in cells. P97697. CHO-M1 cells, IP1 accumulation, HTRF TR-FRET ratio. inhibition (IP1 accumulation), % at 46.1 µM. 120,000 tested, under 10 active. AID 901; active = well fitted curve in the direction sought with a large enough effect in the signal ratio, not every such curve was filed as active; inconclusive = small, poorly fitted or top-dose-only effect, or a change in a side signal; inactive = no such curve, though single readings can be large or run the other way; the % refers to the signal ratio;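 also: cells stimulated with carbachol in lithium chloride buffer; plate controls were DMSO basal wells for no effect and reference inhibitor wells for full effect; higher means more IMPase inhibition seen as more IP1 and lower FRET ratio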
# Target sequence (P97697 whole entry, looked up): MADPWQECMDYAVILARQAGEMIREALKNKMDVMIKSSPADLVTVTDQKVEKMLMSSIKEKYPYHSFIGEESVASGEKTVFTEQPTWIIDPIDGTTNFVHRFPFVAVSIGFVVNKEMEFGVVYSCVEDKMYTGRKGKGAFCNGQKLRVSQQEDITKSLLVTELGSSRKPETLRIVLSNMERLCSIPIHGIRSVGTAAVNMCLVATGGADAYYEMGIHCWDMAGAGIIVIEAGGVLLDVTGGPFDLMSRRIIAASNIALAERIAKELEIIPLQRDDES
#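 Cellular IMPase inhibition is scored as a rise in cytosolic IP1, detected by competitive TR-FRET between d2-labelled IP1 and a europium anti-IP1 antibody. M1-expressing CHO cells were stimulated with carbachol for 30 min at 37C, with lithium (50 mM LiCl) present in the buffer.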
# 12-hLO inh: blocks human 12-lipoxygenase activity; AID 1452; Potency, µM (series often up to 57.1 µM), inactives show top-dose activity change, negative = inhibition, most hits filed as inhibitors; purified 12-hLO, xylenol orange hydroperoxide absorbance; hit rate 0.12% among 150,000; also: potency is read from the fitted curve at half-maximal effect; nearly all actives have a fitted effect of over 55% in size; many of its hits are not listed in these tables
#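 Lipoxygenase turnover measured by absorbance at 573 and 405 nm after Fe-XO development. Human 12hLO 150 nM, arachidonate 40 uM, pH 7.0 Hepes buffer with detergent; 15 min compound preincubation, 30 min reaction.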
# 15-hLO-2 inh: inhibitors of human 15-lipoxygenase 2 (ALOX15B); O15296; purified 15hLO-2, xylenol orange hydroperoxide absorbance; Potency, µM (highest dose often 57.1 µM), for the others: at the highest dose activity change, negative = inhibition, hits mostly inhibitors; hit rate 0.56% among 110,000; AID 881; also: potency is read from the fitted curve at half-maximal effect; nearly all actives have a fitted effect of over 60% in size; many of its hits are not listed in these tables
# Target sequence (O15296 whole entry, looked up): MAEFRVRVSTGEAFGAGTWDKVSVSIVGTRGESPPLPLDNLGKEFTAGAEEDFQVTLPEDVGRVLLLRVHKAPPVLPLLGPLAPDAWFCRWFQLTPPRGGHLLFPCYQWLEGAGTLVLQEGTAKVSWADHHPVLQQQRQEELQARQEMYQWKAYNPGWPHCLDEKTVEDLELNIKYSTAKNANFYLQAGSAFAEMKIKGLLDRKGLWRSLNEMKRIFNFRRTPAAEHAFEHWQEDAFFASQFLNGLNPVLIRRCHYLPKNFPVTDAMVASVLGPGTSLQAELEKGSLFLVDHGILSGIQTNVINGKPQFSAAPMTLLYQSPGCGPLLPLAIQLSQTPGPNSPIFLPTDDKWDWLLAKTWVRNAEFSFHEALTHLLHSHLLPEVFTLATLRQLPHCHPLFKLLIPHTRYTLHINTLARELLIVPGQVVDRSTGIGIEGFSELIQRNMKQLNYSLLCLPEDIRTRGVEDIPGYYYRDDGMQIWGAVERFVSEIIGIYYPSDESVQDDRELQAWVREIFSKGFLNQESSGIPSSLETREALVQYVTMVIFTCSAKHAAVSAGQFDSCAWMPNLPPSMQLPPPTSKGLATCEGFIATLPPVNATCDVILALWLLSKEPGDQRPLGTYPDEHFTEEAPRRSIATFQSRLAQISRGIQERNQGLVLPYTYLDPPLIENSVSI
#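 Screening format was qHTS against 50 nM purified 15hLO-2 in Hepes pH 7.5 with detergent. Activity follows hydroperoxide formation from 45 uM arachidonic acid, measured as 573:405 nm absorbance ratio of the ferric-xylenol orange complex.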
# Active calls of the source: *; ? = inconclusive; nt = no result given; [ ] = remark or other dose. Unless noted, calls follow the shape of the dose curve; as a rule, active = well fitted curve in the direction sought with a large enough effect; inconclusive = small, poorly fitted or top-dose-only effect, or another doubt; inactive = no such curve, though single readings can be large; an effect the other way counts as inactive or inconclusive. Unless noted, % is scaled to controls: 0 for no effect and ±100 for the full control effect. This is a subset; rates above refer to the full screens.
# Results follow in this order: 15-hLO-2 inh	PNC assembly inh	IMPase cell inh	12-hLO inh
1. O=C(CC(=O)NC1CCCCC1)N/N=C/c1ccc(Cl)cc1
  -8%	32	2	5%
2. NCCNCCNCCNCCN
  27%	nt	nt	4%
3. Cn1c2c(c(=O)n(C)c1=O)C1c3ccccc3OCC1C(C)(C)O2 (configuration not stated)
  nt	?	-3	-9%
4. Cc1ccc(-n2c(C)cc(C(=O)COC(=O)c3ccc[nH]c3=O)c2C)cc1
  nt	-82*	nt	-2%
5. CCOCC(=O)Nc1nc2ccccc2s1
  nt	-14	4	0%
6. COc1ccc(C(=O)Nc2ccccc2C(=O)NC(Cc2ccc(O)cc2)C(=O)NNC(=O)c2ccc(C)cc2)cc1 (configuration not stated)
  nt	?	nt	1%
7. Cc1ccc(S(=O)(=O)N2CCOCC2)cc1NC(=O)CSc1cccc[n+]1[O-]
  nt	41	-9	-3%
8. O=C(N=Nc1c(O)[nH]c2ccc(Br)cc12)c1cc(-c2cccc3ccccc23)n[nH]1
  nt	-17	nt	-5%
9. O=C(COC(=O)c1ccc(CO)cc1)NCc1cccs1
  nt	17	nt	-3%
10. O=S(=O)(NC1=NCCCCC1)c1cccs1
  -3%	-3	-1	-4%

# PNC assembly inh, hit marks shown above
# Results follow in this order: 15-hLO-2 inh	PNC assembly inh	IMPase cell inh	12-hLO inh
4. Cc1ccc(-n2c(C)cc(C(=O)COC(=O)c3ccc[nH]c3=O)c2C)cc1
  nt	-82*	nt	-2%

# Next records follow:
# Results follow in this order: 15-hLO-2 inh	PNC assembly inh	IMPase cell inh	12-hLO inh
11. COC(=O)/C=C1\N/C(=N\c2nc(C)cc(C)n2)N(c2ccc(C)c(C)c2)C1=O
  nt	?	nt	3%
12. COc1ccc(S(=O)(=O)NCc2ccc(C(=O)N3CCc4ccccc4C3)cc2)cc1
  nt	?	nt	-5%
13. Cc1ccc(C(=O)NCCSCc2ccccc2)cc1[N+](=O)[O-]
  nt	9	nt	-1%
14. CCOC(=O)c1cc(-c2ccc(OC(F)F)cc2)nc2nc(SC)[nH]c(=O)c12
  nt	10	-15	0%
15. CCOC(=O)c1c(C)[nH]c(C)c1C(=O)CN1C(=O)NC2(CCC(C)CC2)C1=O (configuration not stated)
  -7%	?	-5	-1%
16. Cc1cc(NS(=O)(=O)c2ccc(NC(=O)Nc3cccc(Cl)c3)cc2)no1
  -22%	?	-6	-19%
17. CN1CCN(C(=O)c2cc3c(n(-c4ccccc4)c2=O)CC(C)(C)CC3=O)CC1
  -1%	?	9	0%
18. C=C1C(C(=O)N2CCOCC2)C1C(=O)N1CCOCC1 (configuration not stated)
  0%	-1	2	2%
19. COc1ccccc1C(=O)NCC(=O)OC(C)C(=O)NC(=O)NC1CCCCC1 (configuration not stated)
  2%	?	6	5%
20. N#CC1=C(N)Oc2cc(O)ccc2C1C1CCCCC1 (configuration not stated)
  ?	?	8	?
21. COc1ccc(/C=C(\C#N)C(=O)Nc2cc(S(=O)(=O)N3CCCCC3)ccc2N2CCCCC2)cc1
  nt	16	nt	2%
22. Cc1nn(-c2nc3ccccc3[nH]2)c(N)c1-c1ccccc1
  nt	14	10	5%
23. O=c1c2ccccc2nc(CSc2nnnn2-c2ccccc2)n1-c1cccc(C(F)(F)F)c1
  -3%	21	3	4%
24. Nc1nonc1-c1nc2ccccc2n1Cc1ccc(Cl)cc1
  2%	4	16	-9%
25. COC(=O)c1ccccc1NC(=O)N1c2ccccc2CC1C (configuration not stated)
  6%	?	5	2%
26. CCOC(=O)c1ccc(N2C(=O)c3n[nH]c(C)c3C2c2ccccc2)cc1 (configuration not stated)
  -6%	-8	5	-4%
27. CC1C(C#N)=C(N)OC2=C1C(=O)CC(C)(C)C2 (configuration not stated)
  5%	-10	7	-1%
28. CN(C)C(=O)CN1C(=O)C2CCCCN2C(=O)c2ccccc21 (configuration not stated)
  3%	2	7	-5%
29. COc1cccc(C(=O)N(C)c2nnc(-c3ccncc3)s2)c1
  -3%	10	2	7%
30. COc1ccc2c(c1)CCC/C2=N\NC(=O)c1ccoc1C
  nt	-8	nt	-5%
31. CCN(CC)CCCNC(=O)c1cc2c(=O)n(C)c3ccccc3c2n1C
  5%	?	15	-1%
32. CCOC(=O)N1CCN(C(=O)c2oc3ccc(S(=O)(=O)N4CCCCCC4)cc3c2C)CC1
  -2%	-14	15	2%
33. Cc1ccccc1-n1c(CSC(=N)N)nc2ccccc2c1=O
  4%	49	-10	-7%
34. CCc1ccc(Oc2cc(Cl)nc(N)n2)cc1
  nt	?	nt	0%
35. Cn1nc(-c2ccc(Cl)cc2)nc2c(=O)n(C)c(=O)nc1-2
  -23%	38	11	-4%
36. CSCCC(C(=O)NCc1cccs1)N1C(=O)c2ccccc2C1=O (configuration not stated)
  0%	-6	3	1%
37. CC1CCCCN1CCCNC(=O)c1ccc2c(=O)n(CCc3ccccc3)c(=O)[nH]c2c1 (configuration not stated)
  25%	33	2	7%
38. O=C(CCC1CCCCC1)Nc1c[nH]c(=O)[nH]c1=O
  -1%	18	7	-1%
39. N#CC1=C(N)Oc2cc3c(cc2C1c1ccc(Cl)cc1)OCO3 (configuration not stated)
  -1%	?	9	-26%
40. N#C/C(=C/c1cccs1)c1nc2ccccc2[nH]1
  nt	?	nt	-1%
41. CC(C)c1ccccc1S(=O)(=O)c1cc(N)c2ncccc2c1[N+](=O)[O-]
  -7%	nt	nt	-1%
42. CCNC(=S)Nc1cc(OCC)c(N2CCOCC2)cc1OCC
  nt	25	nt	2%
43. Nc1nc(-c2ccco2)nn1C(=O)c1ccccc1
  3%	-6	-5	-2%
44. O=C(CN(Cc1ccccc1)C1=NCCS1)c1ccc(Cl)cc1
  nt	-13	4	1%
45. O=S(=O)(c1ccc2ccccc2c1)N1CCN(C(=S)Nc2ccc(F)c(Cl)c2)CC1
  nt	-7	nt	-25%
46. Cc1cccc(NC(=O)c2ccc(N(C)C3CCCCC3)c([N+](=O)[O-])c2)n1
  44%[activator]	-22	3	-6%
47. Cc1cccc(NC(=O)CSc2nnc(NC(=O)CN3CCCCC3)s2)c1
  nt	-24	nt	-3%
48. Cn1cccc1/C=C1\SC(=S)N(NC(=O)c2ccc(Cl)cc2)C1=O
  nt	-26	nt	-12%
49. Cc1nc2oc3c(NCC4CCCO4)ncnc3c2c2c1COC(C)(C)C2 (configuration not stated)
  2%	-4	0	12%
50. CC(C)(C)C1CCC(=NNc2ccc(S(N)(=O)=O)cc2[N+](=O)[O-])CC1 (configuration not stated)
  nt	-19	nt	-3%
51. O=C1c2ccccc2C(=O)N1CC1CCCO1 (configuration not stated)
  3%	-18	-8	-4%
52. O=C(CCn1c(=O)oc2ccccc21)N1CCN(c2ccccc2F)CC1
  6%	22	-2	2%
53. Cn1cc(CNC(=O)c2sc3cccc(Cl)c3c2Cl)cn1
  nt	-25	18[0.0738 µM]	0%
54. Cc1cc(-c2ccco2)n(CC(=O)NCCN(C)C)n1
  6%	?	2	-4%
55. O=C(CSc1nnnn1-c1ccccc1)Nc1nsc(-c2ccc(Cl)cc2)n1
  6%[2.29 µM]	?	5	-3%
56. COc1ccc(OC)c(NC(=O)CCN2CCCC(C)C2)c1 (configuration not stated)
  1%	-12	-4	1%
57. Cc1ccc(NC(=S)NC(=O)c2ccc(F)cc2)cc1S(=O)(=O)Nc1ccccc1Cl
  nt	0	nt	?
58. N=c1oc2ccccc2cc1-c1nc(-c2ccc(Cl)cc2)cs1
  nt	?	0	-1%
59. CCCCS(=O)(=O)N1CN(S(=O)(=O)CCCC)C2NC(=O)NC21 (configuration not stated)
  2%	17	-3	-2%
60. Cc1c(NC(=O)CSc2ccc(Cl)cc2)cccc1-c1nc2cc(Cl)ccc2o1
  nt	-113*	nt	0%

# The listing continues.
# Results follow in this order: 15-hLO-2 inh	PNC assembly inh	IMPase cell inh	12-hLO inh
61. CCOC(=O)C1CCN(C(=O)c2cc(S(=O)(=O)N3CCOCC3)c(Cl)cc2Cl)CC1
  0%	0	6	0%
62. COc1ccccc1NS(=O)(=O)c1cc(NC(=S)Nc2cc(C)cc(C)c2)ccc1Cl
  nt	21	14	-15%
63. CC1Cc2ccccc2N1C(=O)CSc1nnnn1C(C)C (configuration not stated)
  2%	-3	-2	3%
64. CCn1c(CCNC(=O)c2cccs2)n[nH]c1=S
  nt	-19	nt	-4%
65. CCCCS/C(N)=N/N=C/c1ccccc1O
  2%	6	-5	-29%
66. COc1ccc(N(CC(O)CN2C(=O)NC(C)(C)C2=O)S(=O)(=O)c2ccc(C)cc2)cc1 (configuration not stated)
  5%	?	-7	-10%
67. COc1cccc(OC)c1OCC(O)CN1CCN(c2ccccc2)CC1 (configuration not stated)
  9%	-29	12	-3%
68. COc1cc(CSc2ncn[nH]2)c(OC)cc1CSc1ncn[nH]1
  11%	?	-1	-10%
69. COc1ccccc1-c1nc(C(N)=O)c2[nH]c(=O)n(-c3cccc(C)c3)c2n1
  3%	-7	3	-10%
70. CCC(C)NS(=O)(=O)c1ccc(OCC(=O)N2CCC(C)CC2)cc1 (configuration not stated)
  nt	-21	19	0%
71. Cc1occc1-c1nnc(SCC(=O)c2ccc(Cl)cc2)n1C
  -12%	18	4	-13%
72. N#Cc1nc(COc2cccc(Cl)c2)oc1NCc1ccncc1
  13%	7	9	-11%
73. O=C(COc1ccccc1)N/N=C/c1cc2c(cc1[N+](=O)[O-])OCO2
  1%	?	2	0%
74. CCOc1ccc(NC(C)C(=O)N/N=C/c2cccs2)cc1 (configuration not stated)
  nt	14	nt	2%
75. COCCOC(=O)c1[nH]c2c(c1C)C(=O)CC(c1ccc(F)cc1)C2 (configuration not stated)
  -2%	?	4	-2%
76. CCCCCCCCCCCCCCCC(=O)OCC(NC(=O)C(Cl)Cl)C(O)c1ccc([N+](=O)[O-])cc1 (configuration not stated)
  24%[0.0915 µM]	nt	nt	0%[0.00818 µM]
77. CCCCNC(=O)/C=C1\Sc2ccccc2NC1=O
  nt	35	nt	-3%
78. O=[N+]([O-])c1ccc(O)c(/C=N/n2cnnc2)c1
  nt	18	3	-4%
79. CNC(=O)Nc1ccccc1NC(=O)NC
  -4%	1	1	1%
80. CC(C)Nc1nc(Oc2ccc(Cl)cc2)cc(C(F)(F)F)n1
  37%[activator]	-28	6	-19%
81. COc1ccccc1NC(=O)C1=C(C)Nc2nc(-c3cccs3)nn2C1c1cccnc1 (configuration not stated)
  1%	-26	1	7%
82. CCCC(=O)OCC(=O)Nc1ccc(OC(F)F)cc1
  4%	?	0	4%
83. COCCOc1ccc(C(F)(F)F)cc1NC(=O)COC(=O)c1c(C)noc1C
  -4%	?	5	-9%
84. Cc1cccc(N2CCN(Cc3oc(CO)cc(=O)c3O)CC2)c1C
  4%	-28	5	-26%
85. CC1C/C(=N/N=C2/NC(=O)CS2)CC(C)(C)C1 (configuration not stated)
  7%	5	7	8%
86. COCCn1c(SCC(=O)Nc2sc(C)c(C)c2C#N)nnc1-c1ccc(OC)cc1
  4%	26	5	-2%
87. CC12CCC(=O)N1C(C(=O)OCC(=O)Nc1cccc(S(=O)(=O)N3CCCCCC3)c1)CS2 (configuration not stated)
  nt	68	nt	-3%
88. CC1CN(c2nc3c(c(=O)[nH]c(=O)n3C)n2Cc2ccccc2F)CC(C)O1 (configuration not stated)
  -8%	-20	-2	-5%
89. COc1ccc(/C=C\C(=O)CC(O)(c2ccccc2)C(F)(F)F)cc1 (configuration not stated)
  4%	-29	-1	-8%
90. Cc1ccc(NS(=O)(=O)c2ccc(CCC(=O)NCCO)cc2)cc1
  -5%	13	-5	1%
91. O=C(NCC(=O)N(c1ccccc1F)C(C(=O)NCC1CCCO1)c1ccccc1)c1ccco1 (configuration not stated)
  -4%	14	14	0%
92. COc1ccc(C(=O)c2c[nH]c3ccccc23)cc1
  -3%	-26	14	-6%
93. Cc1ccc(-c2nc(C#N)c(NCc3cccc4c3OCO4)o2)cc1
  -5%[11.4 µM]	46	0[1.84 µM]	-11%
94. COCCCNC(=O)CSc1ccc(Cl)cc1
  4%	-10	-3	7%
95. CC(=O)c1cc(OC(=O)N2CCOCC2)ccc1OC(=O)N1CCOCC1
  -4%	?	-15	-2%
